# High-throughput results deposited in PubChem by National Center for Advancing Translational Sciences (NCATS).
# HCV inhibitor: inhibitors of hepatitis C virus infection | hit rate 3.4% among 340,000 | Huh7.5.1 HCVcc-Cre infection, luciferase reporter, 44 h | AID 651820 | Potency, µM (top dose mostly 41.8 µM), inactives show at the top dose activity change, negative = inhibition, most hits filed as inhibitors; also: potency is read from the fitted curve at half-maximal effect
#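 Antiviral activity was scored by luciferase reporter output from cells infected with HCVcc-Cre (~0.5 moi) in presence of compound, 44 h infection period, cells seeded 1,000/well 4 h prior.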
# AMA1 RON2 block: AMA1-RON2 (P. falciparum) interaction inhibition | AlphaScreen AMA1-biotinylated RON2 peptide binding | Potency, µM (doses to about 58.2 µM), for inactives: at the top dose activity change, negative = inhibition, usual class: inhibitors | hit rate 0.2% among 360,000 | AID 720542;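 also: potency is read from the fitted curve at half-maximal effect; 0% = vehicle wells and -100% = peptide control; nearly all actives have a fitted effect of over 45% in size; some results filed as inactive show a strong effect at the top dose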
#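 AMA1 (3D7) with his tag at 25 nM final met compounds first, then biotinylated RON2 peptide at 25 nM; detection used donor plus acceptor beads, 10 µg/mL apiece, read by AlphaScreen after 30 min at room temperature.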
# Tb PYK inh: blocks Trypanosoma brucei pyruvate kinase. Potency, µM (doses to about 76.8 µM), without a hit: top-dose activity, negative = inhibition, most hits filed as inhibitors. Q57TT1. AID 624173. hit rate 0.12% among 410,000. TbPYK enzyme, Kinase-Glo Plus ATP luminescence, 45 min; also: potency is read from the fitted curve at half-maximal effect; nearly all actives have a fitted effect of over 50% in size
#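 TbPYK + substrate in 50 mM TEA pH 7.2, 100 mM KCl, 10 mM MgCl2, 0.05% BSA, 0.01% Tween-20; cpd pinned; ADP 130 uM final; 45 min RT; Kinase-Glo Plus 10 min; luminescence endpoint.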
# LmPK inh: blocks Leishmania mexicana pyruvate kinase activity | Potency, µM (series often up to 57.5 µM), without a hit: at the top dose activity change, negative = inhibition, hits mostly inhibitors | purified LmPK, Kinase-Glo ATP luminescence, 1 h | hit rate 0.37% among 290,000 | Q27686 | AID 1721; also: potency is read from the fitted curve at half-maximal effect
# Target sequence (Q27686 whole entry, looked up): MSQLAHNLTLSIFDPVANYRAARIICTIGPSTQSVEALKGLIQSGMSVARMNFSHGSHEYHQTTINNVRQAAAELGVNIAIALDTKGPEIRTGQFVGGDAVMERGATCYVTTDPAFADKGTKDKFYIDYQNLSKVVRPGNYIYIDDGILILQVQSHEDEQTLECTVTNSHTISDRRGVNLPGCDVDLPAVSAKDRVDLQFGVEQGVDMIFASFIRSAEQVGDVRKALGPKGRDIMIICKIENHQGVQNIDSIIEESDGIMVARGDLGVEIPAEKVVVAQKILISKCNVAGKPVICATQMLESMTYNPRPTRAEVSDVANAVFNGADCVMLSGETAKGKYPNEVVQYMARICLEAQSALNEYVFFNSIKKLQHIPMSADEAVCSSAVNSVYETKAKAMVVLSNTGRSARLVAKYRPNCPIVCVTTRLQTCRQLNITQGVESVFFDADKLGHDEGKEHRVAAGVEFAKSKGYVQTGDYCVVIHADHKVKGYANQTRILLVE
#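 Screened at intermediate enzyme activity to detect both inhibitors and activators: LmPK at 0.1 nM, with a 0.5 nM enzyme column as activation reference. PEP 0.5 mM, ADP 0.1 mM; ATP detected by luminescence after 1 h.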
# HCMV inh: human cytomegalovirus inhibition; hit rate 4.5% among 410,000; HFF cells, HCMV-luciferase reporter, 72 h; active compounds read low; AID 1259415; activity change, negative = inhibition, % at 57.5 µM; in the data active = activity change below about -60%; inconclusive = no clear call, values can overlap the other calls; inactive = above about -39%
#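 Human foreskin fibroblasts infected with luciferase-reporter HCMV at MOI 1 PFU/cell, compounds at two doses. Luciferase measured 72 h post infection; normalized to buffer-only basal and Salinomycin (10uM) controls.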
# AmpC inh detg: inhibitors of E. coli AmpC beta-lactamase with detergent; hit rate 0.041% among 370,000; AID 485294; Potency, µM (highest dose often 114 µM), for the others: top-dose activity change, negative = inhibition, hits mostly inhibitors; P00811; AmpC hydrolysis of nitrocefin, absorbance 480 nm, 0.01% Triton;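 also: potency is read from the fitted curve at half-maximal effect; 0% = no-compound wells and -100% = no-enzyme wells; nearly all actives have a fitted effect of over 25% in size; some results filed as inactive show a strong effect at the top dose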
# Target sequence (P00811 whole entry, looked up): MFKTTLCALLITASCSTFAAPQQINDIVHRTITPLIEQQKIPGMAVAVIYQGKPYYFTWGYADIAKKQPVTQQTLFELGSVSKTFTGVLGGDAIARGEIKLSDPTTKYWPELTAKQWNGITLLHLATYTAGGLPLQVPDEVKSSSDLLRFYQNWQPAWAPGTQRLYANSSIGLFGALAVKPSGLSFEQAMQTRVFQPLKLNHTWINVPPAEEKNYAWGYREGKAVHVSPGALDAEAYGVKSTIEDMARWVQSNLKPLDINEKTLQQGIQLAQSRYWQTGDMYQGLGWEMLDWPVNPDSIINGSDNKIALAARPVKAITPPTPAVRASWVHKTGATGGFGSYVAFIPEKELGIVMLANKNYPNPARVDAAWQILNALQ
#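 20 mM phosphate pH 7.0 + 0.01% (detergent screen) or 0.0001% Triton X-100; 5.3 nM AmpC reagent; cpd preinc 15 min RT; nitrocefin (800 uM stock) to start; A480 q20 s × 4 min; Activity was normalised to no-enzyme and no-compound control wells.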
# AmpC no deterg: AmpC beta-lactamase inhibition without detergent | AmpC nitrocefin hydrolysis, absorbance 480 nm, 0.0001% Triton | hit rate 0.52% among 330,000 | P00811 | Potency, µM (series often up to 57.1 µM), for the others: at the highest dose activity change, negative = inhibition, usual class: inhibitors;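 also: potency is read from the fitted curve at half-maximal effect; plate controls were no compound for no effect and no enzyme for full effect; nearly all actives have a fitted effect of over 20% in size; some results filed as inactive show a strong effect at the top dose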
#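 AmpC (5.3 nM in the dispensed reagent) in 20 mM phosphate pH 7.0 with 0.01% (detergent screen) or 0.0001% Triton X-100 was preincubated with compounds for 15 min at room temperature. Nitrocefin was then added from an 800 uM solution, and hydrolysis was followed at 480 nm.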
# The depositor's hits bear a star; ? = inconclusive; / = not tested or not shown; [ ] = another dose, or the depositor's remark. Unless noted, calls follow the shape of the dose curve; as a rule, active = well fitted curve in the direction sought with a large enough effect; inconclusive = small, poorly fitted or top-dose-only effect, or another doubt; inactive = no such curve, though single readings can be large; an effect the other way counts as inactive or inconclusive. Unless noted, % is scaled to controls: 0 for no effect and ±100 for the full control effect.
SMILES,HCV inhibitor,AMA1 RON2 block,Tb PYK inh,LmPK inh,HCMV inh,AmpC inh detg,AmpC no deterg
CC(/C=N/NC(=O)c1ccncc1)=C\c1ccccc1,8.5%,6.2%,6.6%,-10.9%,30.7,-10.9%,-8.1%
Cc1ccc(NC(=O)CN2CCN(C(=O)c3ccco3)CC2)cc1,20.9%,-4.2%,-4.6%,0.0%,-35.1,-0.9%,-4.7%
COc1cccc(-n2cc(C(=O)NCc3ccccc3OC)c3ccccc3c2=O)c1,/,/,2.1%,/,-8.2,0.2%,/
Cc1ccc(C(=O)c2oc3ccccc3c2NC(=O)Cc2ccccc2)cc1,/,/,-10.6%,/,-16.9,?,/
O=S(=O)(Nc1nc2ccccc2nc1-[n+]1cccc(N=C([O-])c2ccc(Cl)cc2)c1)c1ccccc1,1.5%,-9.6%,-9.6%,7.3%,?,-5.5%,-11.8%
O=C1NC(Cc2c[nH]c3ccccc23)C(=O)N1CCOc1ccccc1 (stereo not drawn),11.9%,0.0%,-6.7%,3.4%,52.5,0.1%,-4.7%
Cc1cc(-c2nnc(CCC(=O)N(C)Cc3cccc4ccccc34)o2)no1,0.2%,-5.1%,1.0%,2.3%,0.0,2.3%,66.9%[activator]
CC1(C)Cc2c(sc(N)c2C#N)C(C)(C)N1,0.5%,-2.8%,-18.4%,1.5%,1.4,-1.2%,-2.9%
O=C(O)c1cc([N+](=O)[O-])c(N2CCCC2)c([N+](=O)[O-])c1,?,-7.7%[11.6 µM],-14.1%,6.8%,15.3,-1.8%,-11.2%
Cc1cc(C)c2c(CC(=O)Nc3nccs3)coc2c1,-14.3%,5.0%,-2.6%,7.8%,-23.4,5.5%,-12.5%
Nc1cc(N)nc(SCCOc2ccccc2F)n1,?,-7.7%,-3.2%,0.8%,85.8,-2.2%,-33.2%
CN(C)S(=O)(=O)c1cccc(-c2nn(-c3ccccc3)cc2/C=C2\SC(=S)NC2=O)c1,-8.6%,4.2%[11.6 µM],-2.6%,-4.5%,-82.0*,-13.9%,-58.8%
CCOc1cc2[nH]c(=S)n(Cc3ccc(C(=O)NCCN(CC)CC)cc3)c(=O)c2cc1OCC,?,54.3%[activator],?,0.2%,-20.3,2.4%,31.5%
CC1=C(C(=O)OCC2CCCO2)C(c2ccsc2)C2=C(CCCC2=O)N1 (stereo not drawn),7.2%,0.0%,-10.6%,-1.6%,-24.1,4.5%,-11.6%
CCc1nc(Cl)c(C#N)c2c1CCCC2,?,-19.4%,0.2%,-0.6%,-87.6*,-4.9%,-18.9%
O=C(O)c1ccc(Cl)c(S(=O)(=O)Nc2ccc3cn[nH]c3c2)c1,26.2%,-0.7%,-3.1%,-4.9%,61.8,11.9%,-35.1%
Cc1oc(-c2cccs2)nc1CN1CCC(CO)(CCOc2ccccc2)CC1,-18.3%,-2.9%,-2.9%,-7.8%,0.0,-7.9%,-5.0%
O=C(CN1C(=O)COc2ccc(S(=O)(=O)N3CCCCCC3)cc21)NCc1ccc(Cl)cc1,/,/,1.5%,/,-24.1,9.0%,/
C=CCN1C(=O)CSC1=Nc1ccc(NC(C)=O)cc1,1.6%,2.4%,-0.1%,-3.9%,7.5,-4.0%,-6.9%
Cc1ccc2c(c1)C(c1ccccc1)N(C(=O)c1ccc(S(=O)(=O)N3CCCC3)cc1)CC(=O)N2 (stereo not drawn),/,/,2.8%,/,-6.7,2.8%,/
Cc1cc(C)cc(NC(=O)Cc2ccc(-n3cccc3)cc2)c1,-4.5%,9.1%,1.5%,-2.3%,-21.8,3.2%,-37.4%
O=C(CNc1ccc(Cl)c(C(F)(F)F)c1)N1CCN(S(=O)(=O)c2ccccc2)CC1,-23.0%,-5.5%[11.6 µM],?,/,-22.0,/,/
O=C(CN(C(=O)c1csnn1)c1cccc2c1CCCC2)NCc1ccc(F)cc1,?,2.1%,-0.7%,6.9%,-36.2,?,-0.2%
Cc1ccc(S(=O)(=O)NC2CCCC2)cc1C(N)=O,12.5%,13.8%,10.3%,-3.2%,-20.6,4.1%,-12.2%
CC1CN(c2ccc(Cl)cc2[N+](=O)[O-])CCN1S(C)(=O)=O (stereo not drawn),12.5%,-25.2%,-0.6%,-3.0%,-30.9,-11.8%,2.6%
# Other results:
SMILES,HCV inhibitor,AMA1 RON2 block,Tb PYK inh,LmPK inh,HCMV inh,AmpC inh detg,AmpC no deterg
CCOC(=O)c1cnc2c(c(C3CC3)nn2C)c1N1CCOCC1,-25.5%,-14.8%,13.3%,4.0%,59.8,0.7%,7.3%
O=C(COC(=O)[C@H](Cc1ccccc1)NC(=O)c1cccs1)Nc1ccccc1C(F)(F)F,2.0%,20.7%,-14.4%,1.2%,-26.2,1.8%,-0.5%
O=C(CN1C(=O)c2cccnc2Oc2ccc(Cl)cc21)NCCCN1CCCCC1,/,/,3.0%[15.4 µM],/,?,-1.6%,/
COP(=O)(OC)c1nc(-c2ccccc2)oc1N1CCOCC1,-4.0%,-2.6%,0.4%,0.6%,42.4,-11.4%,-5.3%
CCOC(=O)C(=O)N(Nc1ccc(C)cc1)c1ccc(C)cc1,-15.4%,4.3%,2.9%,-4.0%,73.8,6.0%,-3.3%
Cc1nc2nc(CC(=O)O)[nH]n2c(=O)c1[N+](=O)[O-],6.6%,-12.4%,-6.0%,-1.3%,-32.9,-0.8%,-11.5%
Cc1ccc(N2C(=O)Nc3ccccc3C2(O)C(=O)NCCCOC(C)C)cc1C (stereo not drawn),1.8%,-7.9%,0.0%,-1.7%,13.9,-5.1%,0.6%
CCCNC(=O)COc1coc(CN2CCN(c3ccccc3)CC2)cc1=O,-21.9%,-3.1%,2.8%,-7.8%,-24.0,-9.8%,-4.7%
COc1ccc([C@H]2CC(=O)C[C@@H](CCn3ccnn3)O2)cc1,/,1.8%,1.4%,/,-11.1,/,/
OC(CN1C2=NCCN2c2ccccc21)c1ccc2c(c1)OCO2 (stereo not drawn),?,-0.2%,3.1%,1.3%,8.0,?,-10.9%
O=c1c2ccccc2c(/C=N/NS(=O)(=O)c2ccccc2)c(O)n1-c1ccccn1,19.2%,7.2%,-12.7%,1.8%,15.8,?,-18.9%
Cc1ccnc(NS(=O)(=O)c2ccc(NC(=O)c3ccc(S(=O)(=O)N4CC(C)OC(C)C4)cc3)cc2)n1 (stereo not drawn),8.7%,-5.5%[11.6 µM],-3.2%,0.8%,-21.1,-3.2%,31.6µM*
CCSC1=N/C(=C\c2ccc(C(=O)O)cc2)C(=O)S1,18.6%,1.0%,-3.5%,17.9%,38.6,?,-11.1%
COc1ccc(N2CCN(C(=O)c3ccc4c(c3)N(Cc3cccc(Cl)c3)C(=O)c3ccccc3S4(=O)=O)CC2)cc1,/,/,-9.1%,/,-38.2,7.6%,/
CN(C(=O)Nc1ccccc1)C1CCCCC1,-2.5%,-1.7%,1.1%,2.2%,-18.9,5.2%,-17.9%
CCCCCN1C(=O)c2ccccc2[C@@]2(C(=O)OCC)Cc3cc(Cl)ccc3[C@@H]12,/,12.0%,-1.4%,/,?,/,/
OC(CCc1ccncc1)c1ccccc1 (stereo not drawn),?,-2.0%,0.5%,/,7.5,-9.2%,-21.6%
CC(C)(C)[C@@H]1C=C(C(=O)NC2CC2)O[C@H](OCc2ccc(CO)cc2)C1,-19.4%,-4.6%,0.0%,8.1%,-34.3,1.9%,72.7%[activator]
CN(C)S(=O)(=O)c1ccc(S(=O)(=O)N2CCCC(C(=O)NC3CCCC3)C2)cc1 (stereo not drawn),?,-14.4%,0.9%,-6.0%,3.2,2.2%,-7.8%
O=C(Nc1cc(C(F)(F)F)ccc1N1CCOCC1)c1ccc(Br)o1,?,-0.6%,3.2%,0.8%,35.6,3.2%,/
CC(C)(C)S(=O)(=O)N1C[C@H]2C(=CC[C@@H]3C(=O)N(c4ccccc4)C(=O)[C@@H]32)[C@H]1CCO,-17.7%,-5.6%,-1.5%,/,20.0,/,/
O=C(O)CCc1ccc(-c2ccccc2)n1CC(=O)O,-0.3%,-1.4%,1.1%,-0.3%,2.4,?,-30.3%
Cc1cc(C)n(CCN(C)Cc2nc(Cc3ccccc3F)no2)n1,11.6%,-16.1%,-1.1%,28.2µM*,-22.7,-9.7%,-25.7%
O=C(NCC1CCN(S(=O)(=O)c2ccccc2)CC1)Nc1ccc(F)cc1,-11.7%,0.6%,4.9%,9.5%,-12.0,-3.2%,-27.1%

# An excerpt of these results, bar-delimited:
SMILES | HCV inhibitor | AMA1 RON2 block | Tb PYK inh | LmPK inh | HCMV inh | AmpC inh detg | AmpC no deterg
COc1ccc(N2CCN(C(=O)c3ccc4c(c3)N(Cc3cccc(Cl)c3)C(=O)c3ccccc3S4(=O)=O)CC2)cc1 | / | / | -9.1% | / | -38.2 | 7.6% | /
CN(C(=O)Nc1ccccc1)C1CCCCC1 | -2.5% | -1.7% | 1.1% | 2.2% | -18.9 | 5.2% | -17.9%
CCCCCN1C(=O)c2ccccc2[C@@]2(C(=O)OCC)Cc3cc(Cl)ccc3[C@@H]12 | / | 12.0% | -1.4% | / | ? | / | /
OC(CCc1ccncc1)c1ccccc1 (stereo not drawn) | ? | -2.0% | 0.5% | / | 7.5 | -9.2% | -21.6%
CC(C)(C)[C@@H]1C=C(C(=O)NC2CC2)O[C@H](OCc2ccc(CO)cc2)C1 | -19.4% | -4.6% | 0.0% | 8.1% | -34.3 | 1.9% | 72.7%[activator]
CN(C)S(=O)(=O)c1ccc(S(=O)(=O)N2CCCC(C(=O)NC3CCCC3)C2)cc1 (stereo not drawn) | ? | -14.4% | 0.9% | -6.0% | 3.2 | 2.2% | -7.8%
O=C(Nc1cc(C(F)(F)F)ccc1N1CCOCC1)c1ccc(Br)o1 | ? | -0.6% | 3.2% | 0.8% | 35.6 | 3.2% | /
CC(C)(C)S(=O)(=O)N1C[C@H]2C(=CC[C@@H]3C(=O)N(c4ccccc4)C(=O)[C@@H]32)[C@H]1CCO | -17.7% | -5.6% | -1.5% | / | 20.0 | / | /
O=C(O)CCc1ccc(-c2ccccc2)n1CC(=O)O | -0.3% | -1.4% | 1.1% | -0.3% | 2.4 | ? | -30.3%
Cc1cc(C)n(CCN(C)Cc2nc(Cc3ccccc3F)no2)n1 | 11.6% | -16.1% | -1.1% | 28.2µM* | -22.7 | -9.7% | -25.7%
O=C(NCC1CCN(S(=O)(=O)c2ccccc2)CC1)Nc1ccc(F)cc1 | -11.7% | 0.6% | 4.9% | 9.5% | -12.0 | -3.2% | -27.1%
